Assay outcomes deposited in PubChem by several laboratories.
RTF Ca sens inh: cardiac RTF calcium desensitization; IANBD-labeled cardiac RTF, Ca2+ fluorescence; inhibition, % at 7.15 µM; hit rate 0.12% among 340,000; P19429+P45379; AID 493244;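 active = inhibition above the mean inhibition of all tested compounds plus 3 SD, cut at about 17% in these data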;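 also: assay run at fixed EC70 calcium of 1.6 mM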
PvdQ inh: blocks Pseudomonas aeruginosa PvdQ acylase activity; inhibition, % at 10 µM; hit rate 0.063% among 340,000; AID 488965; purified PvdQ acylase, fluorescence plate reader; in the data active = inhibition above about 30%, passing the limit was not always enough;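 also: 0% = vehicle neutral wells and 100% = reference inhibitor wells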
Keap1-Nrf2 PPI: inhibitors of human Keap1-Nrf2 protein-protein interaction; hit rate 0.15% among 340,000; inhibition, % at 9.4 µM; Keap1 Kelch-Nrf2 peptide fluorescence polarization, 1536-well; in the data active = inhibition above about 12%;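 also: human Keap1 Kelch domain with fluorescein labeled Nrf2 9mer peptide probe; 0% = neutral control wells and 100% = peptide positive control; higher means more block of Keap1 binding to Nrf2 peptide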
Target sequence (Q14145 whole entry, looked up, the tested form may be a part): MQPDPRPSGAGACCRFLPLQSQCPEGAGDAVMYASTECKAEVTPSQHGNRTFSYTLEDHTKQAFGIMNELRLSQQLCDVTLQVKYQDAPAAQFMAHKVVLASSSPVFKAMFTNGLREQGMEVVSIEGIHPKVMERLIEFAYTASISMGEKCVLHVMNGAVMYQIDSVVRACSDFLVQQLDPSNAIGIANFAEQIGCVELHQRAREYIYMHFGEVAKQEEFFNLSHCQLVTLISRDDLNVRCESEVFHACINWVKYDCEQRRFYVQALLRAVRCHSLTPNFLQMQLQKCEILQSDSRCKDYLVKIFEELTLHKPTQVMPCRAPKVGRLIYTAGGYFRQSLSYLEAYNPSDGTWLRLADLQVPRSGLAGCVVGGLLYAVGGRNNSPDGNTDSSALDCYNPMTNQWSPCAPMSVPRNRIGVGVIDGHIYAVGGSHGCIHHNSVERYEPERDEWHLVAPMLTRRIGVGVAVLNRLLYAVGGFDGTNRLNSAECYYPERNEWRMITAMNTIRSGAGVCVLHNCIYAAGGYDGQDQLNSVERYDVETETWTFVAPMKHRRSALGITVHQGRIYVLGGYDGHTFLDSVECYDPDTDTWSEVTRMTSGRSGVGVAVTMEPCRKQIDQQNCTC
SR-BI HDL uptake: inhibitors of mouse SR-BI mediated HDL lipid uptake. ldlA[mSR-BI] CHO cells, DiI-HDL uptake fluorescence, 3 h. hit rate 0.96% among 320,000. Q61009. inhibition, % at 12.5 µM;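 active = mean replicate inhibition of at least 70% and a set share of replicates each scoring 70 or more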;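 also: 0% = median of neutral control wells and 100% = median of positive control wells; values of inactives mirror those of a sister screen read the other way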
C-LANA FP: blocks KSHV LANA C-terminal domain binding to DNA | AID 504423 | inhibition, % at 9 µM | hit rate 0.078% among 340,000 | MBP-C-LANA/FAM-LBS DNA binding, fluorescence polarization;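 active = highest replicate inhibition at or above 60% at 9 µM, even if other replicates fall short; inactive = all replicates below 60% inhibition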;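 also: 0% = neutral control wells and 100% = 4 µM acridine orange control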
Arrestin-AP2 inh: human beta-arrestin and AP2 interaction inhibition. FITC-arrestin peptide / GST-AP2 beads, flow cytometry; AP2 beta2 appendage carries R879A mutation. inhibition, % at 10 µM. hit rate 0.31% among 340,000;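 active = inhibition above a set limit, near 3 SD of compounds lacking own fluorescence, cut at about 54% in these data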;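 also: plate controls were DMSO wells for no effect and 5 µM unlabelled arrestin peptide for full effect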
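System: GST-AP2 R879A glutathione beads; medium: PBS, Tween 20 0.05%, BSA 0.1%; reagent: fluorescein-tagged arrestin peptide at 50 nM final; schedule: pre-incubation 12 min, peptide binding 1 h, room temperature; detection: flow cytometry, FL1 (488/535 nm); read-out: inhibition as reduced fluorescein signal on beads, percent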
NSD2 HMT inh: inhibitors of human histone methyltransferase NSD2; O96028; hit rate 0.54% among 310,000; inhibition, % at 12.5 µM; NSD2 peptide methylation, AlphaScreen, 120 min; in the data active = inhibition above about 50%
SR-BI uptake up: enhances SR-BI lipid uptake from DiI-HDL; AID 504775; activation, % at 12.5 µM; CHO ldlA[mSR-BI] cells, DiI-HDL uptake fluorescence, 3 h; 100 = double the neutral-control signal; hit rate 0.096% among 320,000;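 active = mean replicate activation of at least 60% and every replicate at or above 60%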;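 also: 0% = median plate neutral-control signal and 100% = twice that signal; values of inactives mirror those of a sister screen read the other way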
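Material: SR-BI-overexpressing, LDLR-lacking CHO cells | Dosing: Single compound concentration, delivered by pin transfer | Probe or stimulus: Labelled HDL, 10 µg/mL | Signal: Bottom-read cell fluorescence after medium removal, ex 550/em 595 nm | Schedule: 3 h, 37 °C | Evaluation: HDL uptake via cellular fluorescence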
PKA-R2B activ: PKA-R2B complex activation | P22694+P31323 | PKA-R2B holoenzyme dissociation, Cy5-IP20 fluorescence polarization; R2B truncated from residue 108, S112A mutant; 0% DMSO only, 100% 113 µM cGMP | activation, % at 11.4 µM | hit rate 0.079% among 340,000 | AID 504700;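 active = activation above a cutoff set at the mean over all compounds plus 3 SD, cut at about 18% in these data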;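 also: higher means more holoenzyme dissociation and a rise in polarization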
Target sequence (P31323 whole entry, looked up, other chains not shown, the tested form may be a part): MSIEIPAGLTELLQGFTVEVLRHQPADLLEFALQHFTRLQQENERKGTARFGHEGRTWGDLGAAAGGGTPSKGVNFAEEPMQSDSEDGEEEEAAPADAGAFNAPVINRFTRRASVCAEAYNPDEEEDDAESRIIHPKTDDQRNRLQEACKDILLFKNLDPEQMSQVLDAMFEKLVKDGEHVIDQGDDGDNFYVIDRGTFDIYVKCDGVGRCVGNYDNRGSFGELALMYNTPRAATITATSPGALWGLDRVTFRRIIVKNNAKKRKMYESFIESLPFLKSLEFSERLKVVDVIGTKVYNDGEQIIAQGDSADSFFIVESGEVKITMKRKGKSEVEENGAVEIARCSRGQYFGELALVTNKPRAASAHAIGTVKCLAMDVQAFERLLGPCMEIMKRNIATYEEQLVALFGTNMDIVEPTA
DAGLB inhibitor: blocks human DAGLB lipase activity; inhibition, % at 5.17 µM; hit rate 0.059% among 340,000; HEK293T DAGLB membrane lysate, EnzChek fluorogenic substrate; Q8NCG7; in the data active = inhibition above about 34%;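 also: 0% = enzyme with vehicle and 100% = wells lacking enzyme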
The depositor's hits bear a star; x = no result given.

SMILES	RTF Ca sens inh	PvdQ inh	Keap1-Nrf2 PPI	SR-BI HDL uptake	C-LANA FP	Arrestin-AP2 inh	NSD2 HMT inh	SR-BI uptake up	PKA-R2B activ	DAGLB inhibitor
COc1ccc(-n2c(=O)[nH]c3cc(C(=O)NCCc4ccccc4)ccc3c2=O)cc1OC	-7	-4	0	11	-0.7	-2	-1	-11	-6	-1
Brc1ccccc1/C=N/Nc1ccc2ccccc2n1	-3	-2	-2	x	0.4	11	3	x	-3	-10
Cc1ccc(S(=O)(=O)NCC(c2cccnc2)N2CCc3ccccc32)cc1 (centres undefined)	4	-11	0	-3	0.5	5	21	3	0	4
Cc1cccnc1NC(=O)CNC(=O)C12CC3CC(CC(Cl)(C3)C1)C2	7	-16	-8	-3	-2.6	-2	-3	3	-1	3
COc1cc([N+](=O)[O-])cc2sc(NC(=O)C3CC3)nc12	6	-3	2	18	-0.5	7	0	-18	-9	1
CC(O)[C@H]1CNC(=O)C(=O)N1CC1CCCCC1 (some centres undefined)	1	-5	-1	-25	-1.4	x	x	25	-4	-1
Cc1cc2nnc(SCC(=O)N3CCCCCC3)n2c(N)n1	-7	-10	-3	-20	-0.1	-3	-3	20	-3	2
CCOc1ccc(C(=O)NCC(=O)OCC(=O)c2ccc3c(c2)-c2ccccc2C3)cc1	12	-4	-7	49	0.3	-5	1	-49	7	-2
Cc1cc(C)nc(NC2=NCC(=O)N2c2ccc(F)c(Cl)c2)n1	-9	-10	-7	-5	0.5	2	-1	5	2	0
Cc1ccc(C)c(NC(=O)CN(C)C(=O)c2cc([N+](=O)[O-])ccc2N2CCOCC2)c1	-14	-12	-1	-1	-1.8	-2	0	1	-8	1
Cc1cccc2cc(/C=N/Nc3ccc(C(=O)O)cc3)c(Cl)nc12	2	-9	0	-1	3.7	-1	x	1	3	2
CCC(C)(C)n1nnnc1C(C(C)C)N1CCSCC1 (centres undefined)	-10	-7	-1	8	0.9	9	-2	-8	2	4
Cc1ccc(C(=O)NC(=S)NNC(=O)CC#N)cc1	4	-9	-2	-18	0.4	-2	-4	18	-6	1
Cc1ccc(Cl)cc1N1CCN(C(=O)C2CCN(S(=O)(=O)c3cnc[nH]3)CC2)CC1	-6	-22	-6	8	1.5	2	-2	-8	5	2
COC(=O)c1cn(C(=O)c2ccccc2)c2ccccc12	-7	-12	-1	10	-1.5	-6	-5	-10	-10	2
O=C(CCNC(=O)c1ccc(Br)cc1)NCCCN1CCOCC1	2	-5	-2	-7	0.5	2	-1	7	-7	0
Cc1ccc2c(c1)C1CN(C)CCC1N2C(=O)c1cccc(S(=O)(=O)N(C)C)c1 (centres undefined)	-4	-4	-1	-14	0.0	-13	4	14	0	3
CCSC1=N/C(=C\c2ccc(-c3ccccc3[N+](=O)[O-])o2)C(=O)S1	-22	4	8	1	12	25	2	-1	10	6
NC(=O)COC(=O)c1ccc(NS(=O)(=O)c2ccc3c(c2)OCCO3)cc1	-2	-11	-1	1	-0.1	-11	-3	-1	-1	-2
CCN(CC)C(=O)N1CCN(C(=O)N2CCOCC2)CC1	-7	10	-3	-2	0.3	11	0	2	-3	-3
Cc1cc(-n2c(C)cc(C(=O)CSc3nnc4sc5ccccc5n34)c2C)no1	-5	-6	-6	34	-1.4	-11	1	-34	-4	2
Cc1ccc(C)c(-c2ccc(=O)n(Cc3c(F)cccc3Cl)n2)c1	1	19	0	23	3.1	10	-2	-23	1	-5
O=C(NN=C1CCCC1)c1cc(-c2ccccc2)n[nH]1	6	9	3	-6	-0.2	0	1	6	-10	0
COc1ccccc1N(C1=NCCCS1)S(=O)(=O)c1ccc(C(C)(C)C)cc1	-8	-10	-2	-15	0.1	16	1	15	1	-8
COCCN(Cc1cc2cc3c(cc2nc1Cl)OCO3)C(=O)Nc1ccc(F)cc1	-1	-6	-4	37	0.1	-3	x	-37	0	-7
COC(=O)c1[nH]c2ccccc2c1NS(=O)(=O)c1ccc(F)c(C)c1	-5	3	4	61	-1.3	23	-1	-61	-3	1
COc1ccccc1NC(=O)CCSc1nnc(-c2ccco2)o1	10	4	0	-5	-0.8	-7	-1	5	-10	-1
Cc1cc(NC(=O)c2cc3ccccc3o2)cc(C)c1OCC(=O)N1CCOCC1	-7	-3	-3	60	0.5	6	-1	-60	-7	1
COc1cc(C(=O)O/N=C2\C=CC(=O)C(C)=C2)cc(OC)c1OC	-7	-14	-24	-2	0.2	2	0	2	1	0
CCOC(=O)c1cc2c(C)[nH]c(C)c2cc(C(=O)OCC)c1=O	x	8	2	-6	3.1	6	-1	6	x	x
N#CCC(=O)Nc1ccc(C(=O)OCC(=O)NC(=O)NCc2ccco2)cc1	-2	-4	-2	-7	-0.9	30	-5	7	-2	1
COc1ccc([N+](=O)[O-])cc1NC(=O)CSc1ccc2ccccc2c1	7	-8	-1	55	-0.4	-8	-32	-55	-1	-1
COc1ccc(CN2CC(=O)N(c3ccc(C)cc3C)C2=S)cc1OC	1	-8	2	26	0.3	-2	1	-26	-4	2
CSC(=NC#N)N1CCN(c2ccc([N+](=O)[O-])cc2)CC1	10	10	-5	14	-1.8	-2	-2	-14	-6	0
CN(C)c1ccc(CNCC2CCCO2)cc1 (centres undefined)	-2	-7	-6	-26	0.8	5	1	26	11	-1
Cc1ccc(NC(=O)CN(C)C(=O)C(C)N2CCN(Cc3ccccc3C)CC2)cc1 (centres undefined)	-6	-9	-3	-1	-1.5	-11	-1	1	-5	0
Cc1ccc(NC(=O)C(C)N2C(=O)c3ccccc3S2(=O)=O)cc1Cl (centres undefined)	-10	-9	-2	-11	-0.1	2	-1	11	-1	-2
COc1ccc(C2=NN(c3nc(C(=O)O)cs3)C(O)(C(F)(F)F)C2)c(OC)c1 (centres undefined)	3	-10	-3	-8	-0.8	24	7	8	5	8
CNC(=O)C(=O)Nc1cc2c3c(c1)C(C)C(=O)N3CCC2 (centres undefined)	-5	19	-1	3	3.6	-5	-2	x	-4	1
CCOC(=O)NC(=O)CSc1nc(C)cc(C)c1C#N	-4	-1	-4	-33	-2.6	18	0	33	8	-3
CC(=O)N1CCN(CC(=O)Nc2ccc(C)c(F)c2)CC1	-6	-15	-4	3	-1.4	-5	-2	-3	-5	-4
CC12COC3(C(=O)Nc4ccc(F)cc4)CC1CCC32C (centres undefined)	-7	-8	5	4	0.3	-17	0	6	-12	-4
CC(C)NC(=O)COc1ccc(/C=N/NS(=O)(=O)c2ccccc2)cc1	-5	-9	2	0	-0.6	2	-1	0	1	-3
COC(=O)c1ccc(C(=O)OC)c(NC(=S)N2CCCC(CO)C2)c1 (centres undefined)	-9	0	1	-17	-0.4	10	0	17	-11	1
COc1ccc(Oc2coc3cc(O)ccc3c2=O)cc1	1	9	1	-41	-0.7	2	1	41	-2	1
CCN(C(=O)CSc1nc2nc(C)cc(C)n2n1)c1cccc(C)c1	1	1	-3	-21	1.4	12	0	21	-6	1
COc1ccc(/C=N/NC(=O)c2cnccn2)cc1O	-1	-12	-2	-6	0.9	-2	1	6	-12	-1
CN(C(=O)c1ccccn1)c1nnc(-c2cccnc2)s1	-2	-14	-3	-15	1.4	7	1	15	-2	-5
C#CCOCCOCCOCCNc1nc(N2CCN(C(=O)CCCCCCCCCCNC(=O)[C@H](CO)n3cc(CCCSC)nn3)CC2)nc(N2CCN(C(=O)CCCCCCCCCCNC(=O)[C@H](CCCN=C(N)N)n3cc(C[C@@H](C)CC)nn3)CC2)n1	1	-12	-2	21	1.7	-30	x	-21	14	-5
Cc1ccc(C2=CC(c3ccccc3)n3ncnc3N2)c(C)c1 (centres undefined)	11	-9	-1	-2	-1.8	-3	x	2	0	-2
COc1ccc(/C=N/NC(=O)c2ccc(Cn3cc([N+](=O)[O-])cn3)o2)cc1O	-7	-10	1	-4	1.1	10	6	4	4	3
CC1CCN(CCOc2ccc(C(=O)c3ccccc3)cc2)CC1	-8	-14	-3	x	0.0	1	7	x	-10	-1
FC(F)(F)c1cnc(/C=C/Nc2ccccc2Cl)c(Cl)c1	5	-3	1	-14	0.1	-3	-7	14	0	-1
COc1ccc(C(=O)C2CCCN(Cc3ccc4nonc4c3)C2)cc1OC (centres undefined)	-2	-10	2	-4	-1.1	3	0	4	-3	1
CNC(=O)C1CC(=O)N(c2ccc(OCC(=O)Nc3ccc(OC)cc3)cc2)C1 (centres undefined)	-9	-7	-1	25	0.6	14	-2	-25	7	2
Cc1ccc(CNC(=O)c2ccccc2SCC(=O)NCC2CCCCC2)cc1	-2	-3	-2	-19	-1.2	13	-3	19	3	-6
COc1ccccc1NS(=O)(=O)c1ccc(O)c(C(=O)OCC(=O)Nc2ccccc2F)c1	-1	-9	0	-9	-2.0	-3	1	9	-14	-2
CCN(CC)C(=O)c1[nH]cnc1C(=O)N[C@@H](C)C(=O)OC(C)(C)C	-7	1	2	12	2.0	32	x	-12	-10	-2
CC1CC1C(=O)OCC(=O)Nc1ccc(N=Nc2ccccc2)cc1 (centres undefined)	8	-5	5	15	0.4	4	2	-15	-4	20
S=C(Nc1cccc2ccccc12)Nc1cccc2ccccc12	2	-17	-1	18	-0.2	19	1	-18	2	2

An excerpt of these results, with bars between the fields:
SMILES | RTF Ca sens inh | PvdQ inh | Keap1-Nrf2 PPI | SR-BI HDL uptake | C-LANA FP | Arrestin-AP2 inh | NSD2 HMT inh | SR-BI uptake up | PKA-R2B activ | DAGLB inhibitor
S=C(Nc1cccc2ccccc12)Nc1cccc2ccccc12 | 2 | -17 | -1 | 18 | -0.2 | 19 | 1 | -18 | 2 | 2
Cc1ccc(C2=CC(c3ccccc3)n3ncnc3N2)c(C)c1 (centres undefined) | 11 | -9 | -1 | -2 | -1.8 | -3 | x | 2 | 0 | -2
COc1ccc(C(=O)C2CCCN(Cc3ccc4nonc4c3)C2)cc1OC (centres undefined) | -2 | -10 | 2 | -4 | -1.1 | 3 | 0 | 4 | -3 | 1

Additional structures follow.
SMILES	RTF Ca sens inh	PvdQ inh	Keap1-Nrf2 PPI	SR-BI HDL uptake	C-LANA FP	Arrestin-AP2 inh	NSD2 HMT inh	SR-BI uptake up	PKA-R2B activ	DAGLB inhibitor
Cc1ccc(C2N(C)C(=O)c3ccccc3N2C)cc1 (centres undefined)	-2	-17	-1	15	-1.0	-5	-7	-15	-3	-6
CC(C)C(C)NC(=O)COc1ccc(Sc2ccc(OCC(=O)NC(C)C(C)C)cc2)cc1 (centres undefined)	-20	-16	-5	16	-0.6	4	-3	-16	-5	-5
Cc1ccc(C2=NN(C(=O)CCC(=O)O)C(c3cccs3)C2)cc1 (centres undefined)	-9	-9	-2	x	-0.7	-6	3	x	7	1
Cc1ccc(-c2nc(C=Nc3ccc(O)cc3)c(O)o2)cc1	-4	2	6	36	18	8	-2	-36	2	4
Cc1ccc(C(=O)c2cc3c(cc2[N+](=O)[O-])OCCO3)cc1	-10	-9	4	-28	-1.9	8	1	28	2	-1
COC(=O)CCNC(=O)c1nn(Cc2ccccc2)c(=O)c2ccccc12	3	-11	-3	x	-0.9	-4	0	x	3	-2
